PG9 Ab binder = binds the HIV-1 gp120 antibody PG9; inhibition, % at 6.7 µM; AID 624416; actives 0.43% (n = 360,000); TR-FRET gp120-PG9 antibody binding; in the data active = inhibition above about 8.5%
Rev-erbA mod = modulates human Rev-erb alpha binding to DNA. AID 1259318. P20393. activity, % at 10 µM. actives 0.79% (n = 370,000). Rev-erbα–FITC-DNA binding, fluorescence polarization, 90 min;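 active = activity above about 14%, limit read from the data; passing the limit was not always enough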;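 note: 0% = DMSO wells with 35 nM protein and 100% = DMSO wells with 750 nM protein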
Target sequence (P20393 whole entry, looked up): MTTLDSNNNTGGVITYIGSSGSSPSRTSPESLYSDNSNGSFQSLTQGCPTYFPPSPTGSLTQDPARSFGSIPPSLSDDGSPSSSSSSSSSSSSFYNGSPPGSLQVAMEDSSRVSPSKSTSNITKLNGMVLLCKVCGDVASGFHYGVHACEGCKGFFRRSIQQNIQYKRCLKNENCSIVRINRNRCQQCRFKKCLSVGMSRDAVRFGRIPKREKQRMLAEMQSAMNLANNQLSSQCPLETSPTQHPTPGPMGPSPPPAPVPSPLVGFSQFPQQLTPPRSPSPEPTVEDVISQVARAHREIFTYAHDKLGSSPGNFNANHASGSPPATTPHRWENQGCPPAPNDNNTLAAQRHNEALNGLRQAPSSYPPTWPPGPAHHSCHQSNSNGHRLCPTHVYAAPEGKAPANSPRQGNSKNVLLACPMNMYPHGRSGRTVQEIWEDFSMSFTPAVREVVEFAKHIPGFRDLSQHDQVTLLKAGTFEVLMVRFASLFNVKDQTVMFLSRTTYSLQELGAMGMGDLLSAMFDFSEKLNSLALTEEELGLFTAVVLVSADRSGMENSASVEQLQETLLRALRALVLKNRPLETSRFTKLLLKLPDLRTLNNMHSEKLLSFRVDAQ
ABHD4 inh = inhibits mouse alpha/beta hydrolase domain 4; inhibition, % at 8.92 µM; actives 0.54% (n = 370,000); AID 720543; Q8VD66; purified mABHD4, FP-Rh probe fluorescence polarization;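 active = inhibition exceeding the mean over every tested compound plus 3 SD, cut at about 30% in these data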;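 note: 0% = plate median of compound wells and 100% = S159A mutant with DMSO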
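Test system: mABHD4 protein | Buffer or medium: HEPES pH 7.0 buffer, 150 mM NaCl, 0.01% Pluronic F-127 | Probe or stimulus: FP-Rh fluorescent activity-based probe, added after compound pre-incubation | Timing: Pre-incubation 45 min, probe exposure 60 min, at 25 °C | Technique: Fluorescence polarization, excitation 525 nm, emission 598 nm, BODIPY TMR filters | Repeats: Single well per compound (singlicate)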
SIAE inh = inhibitors of human sialic acid acetylesterase SIAE; inhibition, % at 9.66 µM; SIAE FP-Rh probe binding, fluorescence polarization; actives 0.69% (n = 370,000); Q9HAT2;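 active = inhibition above a cutoff: mean of compounds within the control limits plus 3 SD of those, cut at about 17% in these data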;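 note: 0% = plate median of compound wells and 100% = probe without SIAE protein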
PRMT1 FP inh = blocks human protein arginine methyltransferase 1 | Q99873 | recombinant PRMT1, activity-based probe fluorescence polarization | inhibition, % at 2.79 µM | actives 1.3% (n = 370,000) | AID 652257;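 active = inhibition above about 21% made by adding two undisclosed values, limit read from the data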
Target sequence (Q99873 whole entry, looked up): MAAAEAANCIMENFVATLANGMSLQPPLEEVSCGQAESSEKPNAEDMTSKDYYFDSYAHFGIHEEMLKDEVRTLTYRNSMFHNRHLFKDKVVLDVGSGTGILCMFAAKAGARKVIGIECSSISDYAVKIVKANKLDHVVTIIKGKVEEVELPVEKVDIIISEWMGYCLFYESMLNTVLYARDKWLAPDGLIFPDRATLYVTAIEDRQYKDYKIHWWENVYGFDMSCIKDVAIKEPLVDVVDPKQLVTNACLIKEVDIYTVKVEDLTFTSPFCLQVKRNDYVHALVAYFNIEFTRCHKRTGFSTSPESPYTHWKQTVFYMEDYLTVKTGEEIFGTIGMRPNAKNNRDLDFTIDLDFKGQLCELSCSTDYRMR
TDP2 absorb = blocks human TDP2 phosphodiesterase activity | O95551 | recombinant TDP2, T5PNP hydrolysis, p-nitrophenol absorbance 415 nm | inhibition, % at 12.8 µM | actives 0.34% (n = 370,000);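 active = inhibition above the mean of all tested compounds plus 3 SD, set per campaign, cut at about 25% in these data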;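 note: 0% = DMSO with enzyme and 100% = buffer with substrate but no TDP2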
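Read-out basis: percent inhibition. System: recombinant human TDP2. Buffer or medium: Mg2+-containing Tris-HCl buffer, pH 7.5. Repeats: single replicate. Timing: reaction 2 h, 37 °C. Benchmarks: high control without enzyme, low control DMSO plus TDP2. Probe or stimulus: 5 mM T5PNP. Doses: 12.8 µM only. Measured by: epi absorbance of p-nitrophenol freed from T5PNP by hydrolysis.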
LEDGF integ inh = blocks HIV-1 LEDGF/p75-dependent DNA integration. inhibition, % at 3.7 µM. TR-FRET IN-LEDGF/p75 DNA integration, Eu/Cy5. actives 0.64% (n = 370,000);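 active = inhibition above the screen-wide mean plus 3 SD, cut at about 13% in these data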;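 note: signal is the Cy5 over europium emission ratio at 671 and 618 nm; 0% = plate median of compound wells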
TCR CD3 inh = human TCR-CD3 binding inhibition; TAMRA-labeled TCR probe fluorescence, biochemical; inhibition, % at 9.4 µM; actives 0.37% (n = 360,000); in the data active = inhibition above about 19%;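 note: recombinant mutant TCR 2C K166C tagged with TAMRA read by polarization; 0% = receptor in buffer alone and 100% = receptor with positive control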
rCAG RNA binder = r(CAG) repeat RNA binding; AID 651821; actives 1.3% (n = 370,000); TO-PRO-1 dye displacement fluorescence; inhibition, % at 3 µM;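 active = inhibition above the plate cutoff, the mean of all test compounds on that plate plus 3 SD, cut at about 35% in these data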;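 note: 0% = DMSO alone and 100% = 100 µM mitoxantrone as full dye displacement; higher means more dye released from RNA so lower well fluorescence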
HTRA1 inh = inhibitors of human serine peptidase HTRA1; recombinant HTRA1, FP-rhodamine activity-based probe, fluorescence polarization; actives 0.5% (n = 340,000); Q92743; inhibition, % at 5.96 µM; in the data active = inhibition above about 36%;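 note: 0% = enzyme with DMSO and 100% = wells lacking enzyme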
* marks the source's active call; other numbers are inactive results; nt = not tested or not shown. This is a subset; count on the stated rates, not on these rows.

SMILES | PG9 Ab binder | Rev-erbA mod | ABHD4 inh | SIAE inh | PRMT1 FP inh | TDP2 absorb | LEDGF integ inh | TCR CD3 inh | rCAG RNA binder | HTRA1 inh
Cc1ccc2cc(CN(CC3CCCO3)C(=S)NCc3ccco3)c(=O)[nH]c2c1C (stereo unspecified) | 0.1 | -7 | 2 | 11 | 20 | -4 | 4 | -1 | 4 | -29
COC(=O)c1sccc1NC(=S)N1CCN(c2cc(C)ccc2C)CC1 | -1.8 | 10 | 1 | 6 | 0 | 5 | -3 | -4 | 0 | -4
Cc1ccc(S(=O)(=O)NCC(=O)N(CCc2ccccc2)CC(=O)NCc2ccco2)cc1 | 0.0 | -5 | -2 | 9 | 4 | -9 | -2 | -3 | -4 | -4
N/C(=N\OC(=O)c1cccc(Br)c1)c1ccccn1 | 1.7 | 2 | -7 | 4 | 1 | 10 | 0 | -4 | -5 | -4
O=C1NC(=O)/C(=C/c2cc3c(cc2Br)OCO3)S1 | -1.9 | 6 | -27 | -6 | 1 | 9 | 3 | 3 | 19 | -7
NC(=O)c1ncn([C@@H]2O[C@H](C(=O)Nc3ccc(C(=O)N4CCCCC4)cc3)[C@@H](O)[C@H]2O)n1 | -1.9 | 9 | -2 | 18* | -3 | -1 | 1 | -6 | 1 | nt
O=C(O)c1ccc(Cl)c(N2C(=O)Nc3ccccc3N2O)c1 | 0.1 | -5 | 9 | 1 | 3 | 6 | -4 | 0 | -1 | 6
Cc1ccc2[nH]c(=O)c(CN3CCCCC3)c(-c3ccccc3)c2c1 | 0.7 | -5 | 7 | 0 | 0 | -3 | 0 | 9 | 7 | -8
Nc1nc(=S)[nH]c2c1C1(CCCCC1)Cc1ccccc1-2 | 2.2 | 1 | 7 | -6 | 0 | 0 | 0 | -10 | 1 | -3
Fc1ccc(CSc2nnc3ccc(-c4ccncc4)nn23)cc1 | 1.3 | -5 | -4 | -5 | 7 | -8 | 0 | -13 | 1 | 1
CC1CN/C(=C\C(=O)c2ccc(Br)cc2)C(=O)N1 (stereo unspecified) | -0.8 | -3 | 5 | 8 | -3 | -1 | 0 | 3 | -2 | -2
CC(=O)Nc1ccc(NC(=O)CCCn2cnc3ccccc3c2=O)cc1 | 1.3 | -2 | -10 | 4 | 5 | -7 | 0 | -4 | 2 | -2
CCOC(=O)CSc1nc(NC#N)nc(N(CC)CC)n1 | -0.1 | -3 | -4 | 2 | 2 | -10 | 0 | -1 | 4 | -5
CN(C)c1ccc(/C=N/NC(=O)CCCO)cc1 | -6.1 | -1 | -7 | -1 | 4 | 0 | 2 | -6 | -3 | nt
CC1CCN(C2CC(=O)N(c3ccc(Br)cc3Br)C2=O)CC1 (stereo unspecified) | -0.1 | -5 | -7 | -5 | 64* | -2 | 5 | 8 | 4 | -12
Cc1ccc2c(c1)C1CN(C)CCC1N2C(=O)c1ccccc1NS(=O)(=O)c1cccc(C(F)(F)F)c1 (stereo unspecified) | 0.6 | -1 | 2 | -2 | 4 | 2 | -2 | -8 | 11 | -1
CCOc1ccc(NC(=O)Nc2cccc(C(=O)O)c2)cc1 | -4.1 | -7 | -2 | 6 | -3 | -2 | 5 | 6 | 2 | -2
COc1cc(OC)cc(C(=O)OCc2cc3ccccc3[nH]c2=O)c1 | 3.0 | 57* | 5 | -1 | -2 | 7 | 1 | -8 | 2 | -3
CCCC(=O)Nc1ccc(NC(=O)C23CC4CC(CC(C4)C2)C3)cn1 | 0.6 | 4 | -1 | -2 | 3 | 1 | -1 | 5 | -7 | -4
COc1cc(CN2CC(=O)N(c3ccc(C)c(Cl)c3)C2=S)cc(OC)c1OC | -1.4 | 0 | -8 | 3 | -5 | 12 | -1 | -1 | -1 | -12
O=C(CCSCc1ccc(Cl)cc1)NCc1cccnc1 | 1.6 | 3 | 6 | 5 | -1 | 10 | -3 | -2 | -3 | 1
C=CCN(c1ccccc1)S(=O)(=O)c1ccc2c(c1)N(C(C)=O)CCO2 | -2.0 | 2 | -5 | 4 | 3 | -10 | -4 | 0 | -2 | -1
COc1ccc(NC(=O)C(OC(=O)Cn2cnc3c2c(=O)n(C)c(=O)n3C)c2ccccc2)cc1Cl (stereo unspecified) | 0.8 | 3 | -1 | 4 | -3 | -11 | 3 | 1 | 5 | 5
CC1CCc2c(C(=O)NCCN3CCOCC3)csc2C1 (stereo unspecified) | -0.1 | 5 | -1 | 0 | -1 | -7 | -1 | -6 | -4 | -3
Cc1ccc(NC(=O)CN(C)S(=O)(=O)c2cccs2)cc1C | -1.2 | -2 | 5 | 0 | -2 | -7 | -2 | 0 | -2 | 7

Single entries from the list:
Reading for CC1CCN(C2CC(=O)N(c3ccc(Br)cc3Br)C2=O)CC1 (stereo unspecified) under rCAG RNA binder: 4
Reading for Cc1ccc2[nH]c(=O)c(CN3CCCCC3)c(-c3ccccc3)c2c1 under HTRA1 inh: -8

New compounds follow.
SMILES | PG9 Ab binder | Rev-erbA mod | ABHD4 inh | SIAE inh | PRMT1 FP inh | TDP2 absorb | LEDGF integ inh | TCR CD3 inh | rCAG RNA binder | HTRA1 inh
COc1ccc(-c2c(C(F)(F)F)oc3c(CN4CCN(C)CC4)c(O)ccc3c2=O)cc1 | -2.0 | -4 | 7 | 4 | -1 | 10 | 2 | -2 | -5 | -3
CCCn1c2ccccc2c2nnc(SCC(=O)OCC)nc21 | 1.1 | -2 | 2 | 0 | -2 | -2 | -1 | 8 | -3 | 3
CC(C)c1ccc(NC2CCCN(C(=O)CCN3CCCC3=O)C2)cc1 (stereo unspecified) | 1.4 | -3 | -6 | 3 | 4 | -1 | -4 | -3 | -7 | 2
O=C(Nc1c(C(=O)N2CCN(c3ccccn3)CC2)oc2ccccc12)c1ccc([N+](=O)[O-])cc1 | -1.8 | -4 | 1 | 0 | -2 | -13 | 0 | -3 | 2 | 8
FC(F)(F)c1nc2nncn2c2c1CCCCC2 | -0.9 | 1 | 1 | 3 | -1 | -4 | 0 | -1 | 1 | 1
COc1ccccc1N1CCN(c2cc(=O)n(-c3ccc(Br)cc3)c(=O)[nH]2)CC1 | 0.3 | -7 | 3 | 0 | 1 | -9 | -3 | 0 | -2 | 0
Oc1ccc(Nc2nc(-c3ccccc3F)nc3ccccc23)cc1 | -2.1 | 2 | 17 | 5 | 0 | -5 | 5 | -1 | 1 | 6
CC(C)(C)C(=O)NC(c1ccccc1)c1c(O)ccc2ccccc12 (stereo unspecified) | -0.1 | 2 | -9 | -1 | -4 | -3 | 2 | 3 | -2 | -1
COc1ccc(-c2nc(CS(=O)(=O)CC(=O)NCc3cccc(F)c3)c(C)o2)cc1 | -0.6 | 5 | -1 | -4 | 0 | 5 | 3 | 10 | 5 | -2
COc1cc(OC)cc(C(=O)NC2=NCCS2)c1 | -0.1 | 5 | 2 | -1 | -3 | 2 | 3 | 4 | 0 | 1
Cc1ccccc1NC(=O)c1ccc2snnc2c1 | 3.3 | -5 | 7 | 3 | 3 | -5 | 1 | 3 | 5 | -1
COc1cccc(OCC(=O)NNC(=O)c2ccc3ccccc3c2)c1 | -1.8 | 2 | -2 | 7 | 1 | -9 | -4 | 8 | 3 | 0
Cc1ccc2nc(C)c(C(=O)N/N=C/c3cccc([N+](=O)[O-])c3)cc2c1 | 1.1 | 3 | 4 | 10 | 1 | -2 | -1 | -3 | 5 | -2
O=C(O)c1ccccc1S(=O)(=O)NCC(O)COC1CCCCC1 (stereo unspecified) | 0.2 | 0 | -4 | 5 | 0 | -1 | -2 | 6 | 3 | 4
CCOC(=O)C1CCCN(C(=O)c2cc3ccc(OC)cc3[nH]2)C1 (stereo unspecified) | -1.3 | -5 | -3 | 3 | 0 | 0 | -2 | 2 | -8 | 4
CCCCN(C(=O)Cn1nnc2ccccc21)C(C(=O)NCCOC)c1ccc(OC)cc1 (stereo unspecified) | 1.1 | 1 | 1 | 6 | 0 | -3 | 1 | 11 | -9 | -8
Clc1ccc(/C=N/Nc2ccccn2)cc1 | -2.1 | -2 | 4 | -2 | 6 | -6 | -5 | -3 | -2 | -6
CN1CCN(S(=O)(=O)c2ccc3[nH]cc(C(=O)O)c(=O)c3c2)CC1 | 2.8 | 3 | 7 | 5 | -1 | 6 | 1 | -5 | 0 | -12
CCOc1ccc(N=Nc2c(=O)[nH]n3c(C)cc(C)nc23)cc1 | -17 | 16 | -9 | -5 | -2 | 6 | -5 | 1 | -4 | -7
COc1ccc(CN2CCC(n3nccc3NC(=O)c3ccc4c(c3)OCO4)CC2)cc1C | -0.3 | -1 | -4 | -48 | -5 | 5 | 3 | 2 | -3 | 1
COc1ccc(/C=N/OCC(=O)Nn2c(C)nc3ccccc3c2=O)cc1 | -1.3 | -1 | -5 | 0 | 1 | 5 | -2 | 8 | -1 | 3
COc1cccc(NC(=O)CN(C)C(=O)c2cccc(S(=O)(=O)N3c4ccccc4CC3C)c2)c1 (stereo unspecified) | 0.2 | 5 | -12 | 6 | 5 | -13 | -1 | -6 | 2 | -21
O=C(Nc1nnc(Cc2ccccc2)s1)c1ccccc1 | 6.7 | -8 | -1 | 1 | 1 | 6 | -6 | -3 | -1 | -5
Cc1ccc(C(=O)OCC(=O)Nc2c(Cl)cc(S(N)(=O)=O)cc2Cl)o1 | 0.8 | -5 | 3 | 4 | 0 | 12 | -1 | 6 | 0 | 2
CC(C)(C)OC(=O)C[C@@H]1C/C=C\C[C@@H](CC(=O)N[C@H](CO)Cc2ccccc2)C(=O)N2CCC[C@@H]2COC1=O | -1.1 | 0 | -3 | -2 | -4 | -17 | 2 | 2 | -6 | 10

The list continues.
SMILES | PG9 Ab binder | Rev-erbA mod | ABHD4 inh | SIAE inh | PRMT1 FP inh | TDP2 absorb | LEDGF integ inh | TCR CD3 inh | rCAG RNA binder | HTRA1 inh
CN(CC1CCOCC1)C(=O)CC1C(=O)NCCN1Cc1ccc(F)c(F)c1 (stereo unspecified) | -0.7 | -4 | 4 | 6 | 1 | -2 | -4 | -7 | -5 | 9
CCCCN(C)CCCNC(=O)Cn1cc2c(n1)-c1c(oc(C(=O)N3CCCC3)c1C)CC2 | -0.5 | -2 | 6 | 12 | 0 | 2 | -1 | -5 | 2 | 0
Cc1ccc(C)c(OCC(=O)NCC(c2ccco2)N2CCCCC2)c1 (stereo unspecified) | -2.1 | 4 | -3 | 2 | -2 | -9 | 3 | -2 | -4 | -8
CCOC(=O)c1sc(NC(=O)c2ccco2)nc1-c1ccccc1 | 10* | 46* | 1 | -3 | 0 | 3 | 2 | 0 | 4 | -1
COc1ccc(OC)c(C(=O)COC(=O)c2cccnc2Cl)c1 | -0.3 | 1 | -1 | 1 | -5 | 8 | 1 | 2 | 2 | -2
Cc1ncoc1C(=O)N1CCCC(CCC(=O)NCc2ccccc2F)C1 (stereo unspecified) | -0.1 | 0 | -1 | -7 | -3 | 13 | -4 | 6 | 0 | 5
COc1ccc(/C=C(\NC(=O)c2ccco2)C(=O)N2CCCCC2)cc1 | -1.3 | -5 | 0 | -1 | 5 | -1 | -6 | -3 | -8 | 3
CC(NC(=O)CSc1nnc(COc2ccccc2)o1)c1ccccc1 (stereo unspecified) | -0.5 | -3 | 2 | 9 | -3 | 4 | -5 | 8 | -1 | 1

Source: PubChem (several laboratories)
